# Screening data (PubChem)
# RAD54 branch = inhibitors of human RAD54 branch migration, primary screen, biochemical, fluorescence, single point | inhibition, % at 10.4 µM | RAD54 Holliday junction branch migration, FAM/BHQ fluorescence | AID 602329, 2012 | actives 0.14% (n = 360,000);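 active = mean normalized replicate activity at least 40 and at least half of replicates scoring 40 or more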;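 also: 0% = median of neutral control wells and 100% = median of positive control wells; inhibitors cause a drop in the FAM fluorescence signal; in these data hits start at about 50%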
# PglD DTNB = C. jejuni PglD acetyltransferase inhibitors, primary screen, biochemical, DTNB colorimetric, single point; AID 602405, 2012; actives 0.098% (n = 360,000); UDP-N-acetylbacillosamine N-acetyltransferase PglD (Campylobacter jejuni); inhibition, % at 12.5 µM; purified PglD enzyme, DTNB colorimetric CoA detection; in the data active = inhibition above about 16%, passing the limit was not always enough; also: strong numbers were not always called active
# RAD52 inh = RAD52 DNA annealing inhibitors, primary screen, biochemical, FRET, single point, set 2; actives 0.46% (n = 360,000); DNA repair protein RAD52 homolog (Homo sapiens), P43351; recombinant RAD52 DNA annealing, FRET fluorescence; inhibition, % at 18.7 µM; AID 651710, 2012;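 active = every replicate showing at least 50% inhibition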
# CASP6 VEID inh = human caspase-6 inhibitors, primary screen, biochemical, VEID-R110 fluorescence, single point, set 2 | P55212 | purified caspase-6, Z-VEID-R110 cleavage fluorescence | inhibition, % at 12.5 µM | actives 0.53% (n = 350,000) | AID 686996, 2013;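 active = mean inhibition across replicates at least about 35%, with every replicate also reaching that limit, limit read from the data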;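 also: 0% = median of neutral control wells and 100% = no fluorescence left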
# Target sequence (P55212 24-179 limits assumed): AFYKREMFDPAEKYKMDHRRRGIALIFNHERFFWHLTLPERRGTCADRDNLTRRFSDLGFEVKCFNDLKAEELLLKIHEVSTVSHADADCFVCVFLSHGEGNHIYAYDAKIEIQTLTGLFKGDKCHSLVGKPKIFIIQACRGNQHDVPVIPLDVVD
# Target sequence (P55212 194-293 limits assumed): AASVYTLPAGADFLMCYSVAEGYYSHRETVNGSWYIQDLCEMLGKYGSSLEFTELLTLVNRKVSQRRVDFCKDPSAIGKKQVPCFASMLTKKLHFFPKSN
# ARNT-TACC3 inh = disruptors of ARNT/TACC3 protein interaction, primary screen, biochemical, AlphaScreen, single concentration. inhibition, % at 9.99 µM. Transforming acidic coiled-coil-containing protein 3 (Homo sapiens), Q9Y6A5. AlphaScreen His-ARNT PAS-B/GST-TACC3 binding, luminescence; TACC3 fragment carries E629A point mutation. actives 0.66% (n = 390,000);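 active = mean inhibition of replicates at least 50% and at least half of replicates each reaching 50%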;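 also: 0% = complete ARNT plus TACC3 wells and 100% = ARNT alone without TACC3; many hits fall short of the cut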
# esBAF inh = Bmi1 luciferase reporter increase in mESCs, primary screen, esBAF inhibitor project, mouse ES cells, Bmi1 luciferase knock-in, single point | actives 2% (n = 350,000) | 24 h; 100% = twice the neutral-well signal | reporter increase, % at 12.5 µM; in the data active = activation above about 40%;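 also: 0% = median of the plate's neutral control wells and 100% = double that signal; a rise in the Bmi1 reporter signal indicates esBAF inhibition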
# ERp5 block = inhibitors of ERp5-driven insulin aggregation, primary screen, biochemical, turbidity, absorbance 650 nm, single point; Protein disulfide-isomerase A6 (Homo sapiens), Q15084; 90 min; inhibition, % at 9.99 µM; actives 0.05% (n = 350,000); AID 651711, 2012;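 active = mean replicate inhibition above about 25%, with every replicate also reaching it, limit read from the data, passing the limit was not always enough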
# Target sequence (Q15084 whole entry, looked up): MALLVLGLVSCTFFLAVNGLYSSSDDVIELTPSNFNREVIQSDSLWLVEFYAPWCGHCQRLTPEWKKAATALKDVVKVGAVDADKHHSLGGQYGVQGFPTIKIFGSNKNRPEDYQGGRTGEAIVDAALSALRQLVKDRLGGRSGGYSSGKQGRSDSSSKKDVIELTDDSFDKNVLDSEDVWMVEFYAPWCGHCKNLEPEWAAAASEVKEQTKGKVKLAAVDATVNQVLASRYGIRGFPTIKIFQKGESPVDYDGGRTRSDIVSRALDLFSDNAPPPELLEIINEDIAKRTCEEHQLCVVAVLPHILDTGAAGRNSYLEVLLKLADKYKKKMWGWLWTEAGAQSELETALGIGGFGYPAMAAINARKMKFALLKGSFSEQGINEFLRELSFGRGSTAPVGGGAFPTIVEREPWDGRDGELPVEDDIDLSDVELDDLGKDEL
# E-selectin induc = E-selectin induction in HUVECs, primary screen, imaging, HUVEC, immunofluorescence imaging, single point | AID 686992, 2013 | P16581 | normalized: neutral wells 0, TNF-alpha wells 100 | activation, % at 7.58 µM | actives 0.37% (n = 260,000);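 active = mean E-selectin-positive cell signal at least 10% of the positive control, reached in at least 60% of replicates, without over 20% cell loss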;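 also: in these data hits start at about 27%; measured in HUVEC primary endothelial cells; signal is the percent of cells scored E-selectin positive by PE staining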
#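 Assay system: HUVEC primary endothelial cells. Input: 3,000 HUVEC seeded per well. Doses: one compound dose added by pin transfer. Read-out basis: % PE-positive cells. Benchmarks: TNF-alpha high, DMSO low. Detection: immunofluorescence imaging. Buffer or medium: EGM-2, gelatin.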
# Active calls of the source: *; nt = no result given; & = joins results of further samples. Rows were taken by chance (roughly 3.2% active in at least one column).
Molecule	RAD54 branch	PglD DTNB	RAD52 inh	CASP6 VEID inh	ARNT-TACC3 inh	esBAF inh	ERp5 block	E-selectin induc
CC(CNC(=O)c1ccc(N)cc1)NC(=O)c1ccc(N)cc1 (centres undefined)	nt	nt	-2.5	0.9	-2.4	nt	-8.7	1.6
O=C(CN1CCN(c2ncccn2)CC1)Nc1ccccc1-n1cccc1	-12.0	1.2	-0.7	-3.9	nt	1.8	2.4	nt
COC(=O)c1cn(NC(=O)Cc2cccc(C(F)(F)F)c2)c(=O)c2ccccc12	nt	nt	1.4	0.8	0.2	nt	1.2	-1.4
COc1ccc(C(=O)/C=C/c2cc(C(=O)O)cc3c2OCOC3)c(O)c1	1.1&8.8	0.5&-5.1	8.3	4.9	-4.9&-10.8	58.8*	2.9	nt
CCOc1cc(C(=O)Nc2cc(C)ccn2)cc(OCC)c1OCC	-5.3	3.7	nt	nt	-20.2	-1.5	nt	nt
CC(=O)Nc1ccc(S(=O)(=O)NCC(CCC(=O)O)C(F)(F)F)cc1 (centres undefined)	nt	nt	-22.0	1.1	-6.5	nt	3.3	nt
O=C1NC(Cc2ccccc2)c2nc3cc(F)ccc3c(=O)n2-c2ncccc21 (centres undefined)	-9.0	-9.0	-10.0	1.2	nt	0.2	-1.2	-1.7
C[C@@H]1CN([C@H](C)CO)C(=O)c2cc(NC(=O)CCCN(C)C)ccc2O[C@H]1CN(C)Cc1ccc2c(c1)OCO2	-0.5	3.6	-12.8	1.2	4.0	-4.0	6.5	-1.3
CN(C(=O)COC(=O)c1sc2ccccc2c1Cl)C1CCCCC1	nt	nt	-7.7	-0.4	-4.2	nt	-1.3	-0.2
CCC(=O)Nc1ccc2c(c1)OC[C@H](C)N(C(=O)c1ccccc1F)C[C@H](C)[C@@H](OC)CN(C)C2=O	2.5	-2.9	2.5	-1.0	-7.4	-1.1	7.6	0.0
COc1cccc(-c2ccc3c(c2)O[C@@H](CN(C)Cc2cncnc2)[C@H](C)CN([C@H](C)CO)S3(=O)=O)c1	-13.7	-0.3	10.4	-1.6	0.2	3.7	-1.4	-0.1
CCN1CCN(C(=O)c2ccc(CS(=O)(=O)Cc3ccccc3Cl)o2)CC1	-6.0	3.0	-14.6	63.4*	nt	2.8	-0.1	-0.1
O=C(C1CC(Cl)CN1S(=O)(=O)c1ccc(Cl)cc1)N1CCOCC1 (centres undefined)	nt	nt	0.0	1.2	2.5	0.7	3.1	-1.0
Cc1cnc(C(=O)OCC(=O)c2cc(C)n(C)c2C)cn1	nt	nt	-13.6	2.8	-3.8	nt	0.5	2.0
CCN(CC)S(=O)(=O)c1ccc(N=Nc2c(N)[nH]c(=O)[nH]c2=O)cc1	1.1	6.6	-10.3	1.9	-6.9	-5.8	-2.9	0.0
Cn1c(=O)n(C)c2cc(NC(=O)c3ccccc3)ccc21	-1.7	-1.3	-2.4	-2.8	nt	1.7	0.1	3.2
CC(C)N(C)c1ncnc2c1ncn2[C@H]1CN(Cc2ccc(F)cc2)C[C@@H](CO)O1	9.5	-1.5	6.6	-3.8	nt	2.6	-1.1	0.1
Cn1c(OCc2cccnc2)nc2c1c(=O)n(Cc1ccc(Cl)cc1)c(=O)n2C	-11.3	6.2	nt	nt	-0.6	10.9	nt	nt
COc1ccc(C(C(=O)NC(C)(C)C)N(CCO)C(=O)CCC(=O)Nc2cc(C)on2)cc1 (centres undefined)	3.6	-1.3	-6.0	-1.2	1.3	-6.2	5.5	nt
Cc1ccc(S(=O)(=O)NCc2ccc3[nH]c(C)cc3c2)cc1	0.1	-2.5	-1.2	3.1	-3.7	8.3	-4.9	0.4
COc1cc(C(CC(=O)Nc2ccc(C)cn2)N2Cc3ccccc3C2=O)cc(OC)c1OC (centres undefined)	-6.8	-4.2	-15.9	-3.3	8.8	-0.9	0.0	23.7
CC(C)N(CCNC(=O)c1cn(C)c2ccc(S(=O)(=O)N(C)C)cc2c1=O)Cc1ccccc1	-2.6	5.2	-6.8	1.4	5.3	1.5	6.1	1.2
CCOc1ccc(-c2nnc(-c3ccco3)o2)cc1OCC	-4.4	-4.5	nt	nt	2.4	32.5	nt	nt
Cc1ccc(NC(=O)c2ccc(CSc3ccccn3)cc2)c(O)c1	nt	nt	-5.6	2.3	3.5	nt	1.7	0.6
CCC(C(=O)NCCCN1CCCC1=O)n1c2ccccc2c2nc(=O)cc(C)n21 (centres undefined)	-3.6	2.5	-4.5	-0.7	2.2	-1.2	6.0	0.7
OC(c1ccc(F)c(F)c1)c1nc(-c2ccc3ccccc3c2)cs1 (centres undefined)	3.2	-1.6	-34.5	-0.7	nt	67.7*	5.5	-0.2
COc1cc(C(=O)OCC(=O)Nc2cc(C)on2)cc(OC)c1OC	2.5	-5.8	nt	nt	-6.7	-12.7	nt	nt
CC(=O)N(C)C[C@H]1Oc2cc(C#Cc3ccc(F)cc3)ccc2S(=O)(=O)N([C@@H](C)CO)C[C@@H]1C	-16.6	7.1	14.7	1.0	1.0	4.3	-0.3	0.0
Fc1ccc(CN2CCN(C(=S)NCCc3ccccc3)CC2)c(Cl)c1	nt	nt	2.6	3.5	-9.3	nt	10.1	-0.2
COc1ccccc1OCC(O)CNCc1ccc2c(c1)OCO2 (centres undefined)	3.4	-0.4	-4.7	0.3	-23.2	-1.3	0.8	-0.2
O=C(C[C@H]1C=C[C@@H](NC(=O)Cc2cccnc2)[C@@H](CO)O1)Nc1ccccc1	4.5	-4.7	12.2	2.5	3.3	6.5	3.0	-0.5
CCCN(CC(=O)Nc1cc(C)on1)CC(=O)Nc1ccc(F)c(F)c1F	-5.8	-6.5	-2.8	-0.5	-2.2	-5.4	5.6	-0.4
CCCCN(c1ccccc1)S(=O)(=O)c1cccc2cccnc12	-1.4	0.5	-25.7	-0.1	-2.5	-7.0	-2.5	-0.3
Cc1ccc(S(=O)(=O)Nc2ccc3c(c2)CC(=O)N([C@@H](C)CO)C[C@H](C)[C@H](CN(C)Cc2ccc(-c4ccccc4)cc2)O3)cc1	-3.7	1.1	19.3	-0.3	8.4	0.7	-1.5	0.1
COc1ccccc1N1CCN(CCCCOc2c(OC)cccc2OC)CC1	-5.5	-1.6	-10.8	-4.6	-3.9	-6.1	0.8	-0.3
O=C(O)c1cc(-c2ccc(Cl)s2)[nH]n1	-0.2	-1.7	-12.5	-1.9	30.3	nt	5.5	3.8
N#CCCN1CCN(S(=O)(=O)c2ccc(S(=O)(=O)NC3CCCC3)cc2)CC1	-5.6	-5.8	-9.4	-1.5	-1.4	0.3	0.2	nt
O=C(Cc1ccccc1)Nc1ccccc1C(=O)NCC1CCCO1 (centres undefined)	-6.4	5.4	-8.0	-3.6	-11.6	-3.2	6.6	-0.4
COc1cc(O)c(C(CC(=O)N2CCN(c3ccccc3)CC2)c2ccc3c(c2)OCO3)c(OC)c1 (centres undefined)	-1.7	0.9	nt	nt	3.7	-1.9	nt	-0.3
Cc1c(N2C(=O)c3ccccc3C2=O)c(=O)n(-c2ccccc2)n1C	11.4	0.4	nt	nt	-1.2	-11.9	nt	nt
CCOc1ccc(S(=O)(=O)N(C)CC(=O)NC2CCCC2)cc1	-22.7	3.2	-2.5	-0.8	-8.6	nt	2.9	-0.2
C[C@@H]1CN([C@H](C)CO)C(=O)Cc2cc(NS(=O)(=O)c3ccc(F)cc3)ccc2O[C@@H]1CN(C)C(=O)Nc1ccc(C(F)(F)F)cc1	8.4	5.6	-1.3	nt	9.7	-8.8	-6.2	1.1
COc1cc(OC)cc(-c2nnc(SCC(=O)Nc3ccc(C(=O)O)cc3)s2)c1	nt	nt	-21.8	3.1	-1.1	nt	-0.3	nt
CCCCCN(C(=O)CCC(=O)OCC(=O)N(CC)c1ccccc1)c1c(N)n(CCCC)c(=O)[nH]c1=O	-8.4	-2.9	-6.3	-1.8	-3.5	-4.1	-1.4	0.2
COc1ccc(-c2nc3ccccn3c2NCc2ccc3c(c2)OCO3)cc1	-3.2	-0.1	nt	nt	24.5	10.5	nt	nt
CO[C@H]1CN(C)C(=O)c2ccc(NC(=O)c3cccc(F)c3)cc2OC[C@H](C)N(C(C)=O)C[C@H]1C	-0.6	-1.7	2.8	3.1	-0.9	-5.7	5.3	-0.2
CCOc1ccc2nc(N3CCCCCC3)sc2c1	-3.0	2.5	-2.3	3.1	8.8	2.6	5.2	nt
CCOc1ncccc1C(=O)Nc1cc(S(=O)(=O)N2CCCCC2)ccc1C	-12.3	3.2	-7.7	-0.2	-12.7	0.6	-1.8	-0.4
O=C(c1ccccn1)N1C[C@H]2[C@@H](c3ccccc31)[C@@H](CO)N2C(=O)C1CCCCC1	-1.9	-2.2	-2.4	0.5	5.6	-3.4	1.8	0.2
COc1ccc(NC(=O)Nc2ccc3c(c2)C(=O)N([C@@H](C)CO)C[C@H](C)[C@@H](CN(C)Cc2ccc(Cl)c(Cl)c2)OCCCC[C@H](C)O3)cc1	-0.1	2.6	15.0	-1.9	20.6	-5.4	3.2	0.2
CC(OC(=O)CCN1C(=O)C2CC=CCC2C1=O)C(=O)Nc1cccc(Cl)c1 (centres undefined)	nt	nt	-2.1	-0.5	-0.7	nt	1.2	nt
CCOC(=O)N1CCN(c2c(NCCCN3CCCCCC3)c(=O)c2=O)CC1	2.3	1.0	-12.4	-39.5	-1.6	-12.2	5.1	0.2
Nc1c(Cl)ncnc1NCC(O)CO (centres undefined)	nt	nt	-5.1	-0.7	-0.1	nt	1.8	0.9
Cc1ccc(C)c(/C(O)=C2/C(=O)C(=O)N(CCN3CCOCC3)C2c2ccco2)c1 (centres undefined)	7.6	7.8	nt	nt	-1.4	-5.4	nt	nt
COC(=O)C(Cc1c[nH]c2ccccc12)NC(=O)c1ccc2nc[nH]c2c1 (centres undefined)	1.5	-0.5	-4.9	3.0	-5.7	77.2*	0.5	0.8
COc1ccc(C(O)c2nc(-c3cccc(C(=O)O)c3)cs2)cc1 (centres undefined)	-6.6	-0.5	-8.4	-2.5	nt	25.0	-3.8	0.1
CN(Cc1ccccc1)N=Nc1nc[nH]c1C(N)=O	8.1	-1.1	4.4	-0.6	nt	-1.6	-9.4	0.5
O=C(N/N=C/c1cc(Br)cc(Br)c1O)c1cccc(S(=O)(=O)N2CCOCC2)c1	nt	nt	-1.2	-0.5	43.7	nt	-4.3	0.1
C[C@H](CO)N1C[C@H](C)[C@@H](CN(C)Cc2ccc(Oc3ccccc3)cc2)Oc2ccc(NS(C)(=O)=O)cc2CC1=O	1.5	-1.8	-11.9	-2.7	0.8	-2.9	3.7	25.6

# For reference, two of the compounds above:
Molecule	RAD54 branch	PglD DTNB	RAD52 inh	CASP6 VEID inh	ARNT-TACC3 inh	esBAF inh	ERp5 block	E-selectin induc
Cc1ccc(C)c(/C(O)=C2/C(=O)C(=O)N(CCN3CCOCC3)C2c2ccco2)c1 (centres undefined)	7.6	7.8	nt	nt	-1.4	-5.4	nt	nt
COC(=O)C(Cc1c[nH]c2ccccc12)NC(=O)c1ccc2nc[nH]c2c1 (centres undefined)	1.5	-0.5	-4.9	3.0	-5.7	77.2*	0.5	0.8
